Calpain2 inh: inhibitors of pig calpain II, primary screen, biochemical, fluorogenic peptide substrate, 1536-well; purified calpain II, 30 min; inhibition, % at 16 µM; hit rate 0.37% among 220,000;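 active means inhibition above about 50%, limit read from the data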
EBV gp42 inh: Epstein-Barr virus gp42 inhibitors, primary screen, biochemical, uHTS, fluorescence polarization; inhibition, % (tested at 21.74 µM); Fluorescence polarization binding assay, mP read-out; AID 1085, 2008; hit rate 0.42% among 220,000; in the data active means inhibition above about 50%
Target sequence (Q1HVG2 whole entry, looked up): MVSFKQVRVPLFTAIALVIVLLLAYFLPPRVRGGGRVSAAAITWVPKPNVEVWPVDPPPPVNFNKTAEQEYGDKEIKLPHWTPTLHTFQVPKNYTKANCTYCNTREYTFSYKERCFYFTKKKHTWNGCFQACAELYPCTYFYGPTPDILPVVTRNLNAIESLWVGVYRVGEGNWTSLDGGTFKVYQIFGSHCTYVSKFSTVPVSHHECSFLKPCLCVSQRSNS
TRPML3 agonist: human TRPML3 channel agonists, primary screen, cell-based, HEK293 TRPML3-YFP, Fluo-8 calcium fluorescence, 3 µM. Mucolipin-3 (Homo sapiens), Q8TDD5. 100% = the carbachol control signal. activation, % at 3 µM. hit rate 0.29% among 220,000;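 active means activation above its plate's cutoff, the mean activation of the plate's test wells plus 3 SD, cut at about 12% in these data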;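 further: 0% = DMSO only wells and 100% = carbachol wells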
Target sequence (Q8TDD5 whole entry, looked up): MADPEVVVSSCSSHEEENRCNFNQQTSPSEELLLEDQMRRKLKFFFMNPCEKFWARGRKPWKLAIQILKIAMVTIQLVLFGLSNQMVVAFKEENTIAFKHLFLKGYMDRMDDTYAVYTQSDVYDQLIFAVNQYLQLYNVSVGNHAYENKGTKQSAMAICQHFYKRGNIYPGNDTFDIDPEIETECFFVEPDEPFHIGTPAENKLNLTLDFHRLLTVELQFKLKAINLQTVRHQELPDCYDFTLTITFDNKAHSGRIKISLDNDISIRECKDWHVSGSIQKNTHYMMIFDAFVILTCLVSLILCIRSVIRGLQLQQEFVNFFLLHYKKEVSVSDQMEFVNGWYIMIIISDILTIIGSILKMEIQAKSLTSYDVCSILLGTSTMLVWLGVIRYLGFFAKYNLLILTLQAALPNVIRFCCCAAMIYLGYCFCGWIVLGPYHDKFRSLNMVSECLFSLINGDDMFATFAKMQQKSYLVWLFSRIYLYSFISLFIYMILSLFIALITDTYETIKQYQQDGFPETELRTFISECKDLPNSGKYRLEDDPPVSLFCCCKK
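Test system: HEK293 cells stably carrying human TRPML3-YFP; Doses: single dose, 3 µM final nominal compound, 0.3% DMSO final; Schedule: dye loading 1 h 37 °C then 30 min ambient, 125 s read; Technique: Fluo-8 calcium fluorescence; Benchmarks: high control carbachol 87 µM, low control DMSO.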
Cl transport mod: KCC2 cotransporter modulators, thallium flux, primary screen, cell-based, HEK293 KCC2, FluoZin-2 fluorescence, MLSMR; Solute carrier family 12 member 5 (Homo sapiens), Q9H2X9; KCC2 cells, thallium flux FluoZin-2 fluorescence; B-score of Tl+ flux slope (higher = more flux/activation; lower = inhibition) at 10 µM; hit rate 2.2% among 190,000;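 active means thallium flux slope and its plate-corrected score both differing from the plate sample mean at a set confidence after two filtering rounds, in either direction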;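 further: slope of fluorescence scaled to starting intensity during 10 to 20 s after thallium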
TRPN1 ag: zebrafish TRPN1 channel agonists, primary screen, cell-based, HEK293, calcium fluorescence; AID 1424, 2008; HEK293 zebrafish TRPN1-YFP, Fluo-8 calcium fluorescence; 100% = response to 87 µM carbachol; transient receptor potential cation channel N1 (TRPN1/NompC), Danio rerio; activation, % at 3 µM; hit rate 0.18% among 220,000;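 active means activation above its plate's cutoff, the mean activation of test wells on that plate plus 3 SD, cut at about 19% in these data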;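 further: 0% = DMSO alone and 100% = 87 µM carbachol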
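Control set: carbachol 87 µM as high control, DMSO as low control; system: HEK293 stable line with zebrafish TRPN1-YFP; read-out: % activation versus carbachol response; detection: intracellular calcium fluorescence with Fluo-8; doses: single test compound dose, 3 µM nominal, 0.3% DMSO; schedule: dye 1 h 37 °C plus 30 min RT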
Furin inh: human furin inhibitors, primary screen, biochemical, fluorescence intensity | inhibition, % at 30 µM | purified furin, fluorogenic substrate cleavage | P09958 | AID 463115, 2010 | hit rate 0.061% among 220,000; in the data active means inhibition above about 25%; further: inactives centre near -15
PPC-1+TRAIL kill: compounds killing PPC-1 cancer cells with TRAIL present, primary screen, TRAIL potentiator project, ATPLite luminescence, uHTS; PPC-1 cells + TRAIL, ATPLite viability luminescence; cell killing (% activity), % at 4 µM; hit rate 0.41% among 220,000;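 active means cell killing above 50% in the first pass at 4 µM, then a duplicate retest at 5 µM averaging 50% or more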;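 further: plate controls were cells with TRAIL plus DMSO for no effect and medium-only wells lacking cells for full effect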
Thrombin inh: human alpha-thrombin inhibitors, primary screen, counter-screen for coagulation protease inhibitor project, biochemical, 1536-well, fluorogenic AMC substrate. Prothrombin (Homo sapiens), P00734. inhibition, % at 5 µM. hit rate 0.26% among 220,000. Boc-VPR-AMC fluorogenic substrate cleavage;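 active means inhibition at or above 40%; inactive means inhibition below 40%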;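 further: 0% = enzyme with no compound and 100% = wells without enzyme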
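System – human alpha-thrombin · Medium – pH 7.5 Tris (50 mM) with NaCl 150 mM, Tween 20 0.05% · Compound – single-point dosing at 5 µM, 0.2% DMSO · Incubation – enzyme reaction carried out at room temperature · Technique – fluorescence of released AMC, ex 355 nm, em 460 nm · Read-out basis – % inhibition of thrombin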
Tb hexokinase: Trypanosoma brucei hexokinase 1 inhibitors, primary screen, biochemical, G6PDH-coupled NADH absorbance, MLSCN library | hit rate 0.11% among 220,000 | hexokinase 1 [Trypanosoma brucei] | recombinant TbHK1, G6PDH-coupled NADH A340 | AID 1430, 2008 | inhibition, % at 10 µM;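 active means inhibition of 50% or more in the single-dose primary screen; inactive means inhibition below 50%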
Numbers without * were called inactive; [ ] = remark or other dose. Compounds were not picked by outcome, and some 3.6% of all compounds hit somewhere here.

How did CCCC(C)c1nnc(NC(=O)c2cc(C(=O)OC)cc([N+](=O)[O-])c2)s1 (stereo not drawn) do in these assays?
Calpain2 inh: 18; EBV gp42 inh: -7; TRPML3 agonist: 0.7; TRPN1 ag: 1.0; Furin inh: -27[20 µM]; PPC-1+TRAIL kill: 16; Thrombin inh: 2; Tb hexokinase: -2

How did CCc1ccc(NS(=O)(=O)c2ccc3[nH]cc(C(=O)N4CCCCC4)c(=O)c3c2)cc1 do in these assays?
Calpain2 inh: -60; EBV gp42 inh: 1; TRPML3 agonist: -0.5; Cl transport mod: 0.88; TRPN1 ag: -1.9; Furin inh: -3[20 µM]; PPC-1+TRAIL kill: 14; Thrombin inh: -1; Tb hexokinase: -11

What do the screens show for `COc1cc(C2CC(C(F)(F)F)n3ncc(C(=O)O)c3N2)cc(OC)c1OC` (stereo not drawn)?
Calpain2 inh: -26; EBV gp42 inh: 173*; TRPML3 agonist: 0.3; Cl transport mod: -0.011; TRPN1 ag: 0.9; Furin inh: -22; PPC-1+TRAIL kill: 26; Thrombin inh: 1; Tb hexokinase: -5

How did O=C(Nc1cc(Cl)ccc1Oc1ccccc1)c1cnccn1 do in these assays?
Calpain2 inh: 3; EBV gp42 inh: -15; TRPML3 agonist: 0.8; Cl transport mod: 0.034; TRPN1 ag: 0.1; Furin inh: -23[20 µM]; PPC-1+TRAIL kill: 12; Thrombin inh: 2; Tb hexokinase: -2

Results for CCS(=O)(=O)N1CCC(C(=O)NCCc2ccc(OC)c(OC)c2)CC1 ?
Calpain2 inh: -11; EBV gp42 inh: -25; TRPML3 agonist: 0.6; Cl transport mod: -0.1; TRPN1 ag: 0.3; Furin inh: -22; PPC-1+TRAIL kill: 8; Thrombin inh: -9; Tb hexokinase: 0

Results for Cn1c(SCC(=O)c2ccc(O)c(O)c2)nnc1-c1cccs1 ?
Calpain2 inh: 17; EBV gp42 inh: -4; TRPML3 agonist: -0.1; TRPN1 ag: 2.3; Furin inh: -10; PPC-1+TRAIL kill: 12; Thrombin inh: -4; Tb hexokinase: -17

Results for C(=N\c1nc2ccccc2n1CCN1CCCCC1)/c1ccc2c(c1)OCO2 ?
Calpain2 inh: -10; EBV gp42 inh: -12; TRPML3 agonist: 1.0; Cl transport mod: 0.26; TRPN1 ag: 2.0; Furin inh: 0; PPC-1+TRAIL kill: 0; Thrombin inh: -6; Tb hexokinase: 1

What do the screens show for `c1ccc2c(c1)oc1c(N3CCOCC3)ncnc12`?
Calpain2 inh: 1; EBV gp42 inh: -14; TRPML3 agonist: 0.0; Cl transport mod: -0.05; TRPN1 ag: 0.9; Furin inh: -22; PPC-1+TRAIL kill: -3; Thrombin inh: 0; Tb hexokinase: -9

How did O=C(/C=C/c1ccc(Cl)c([N+](=O)[O-])c1)Nc1cccnc1 do in these assays?
Calpain2 inh: -19; EBV gp42 inh: -4; TRPML3 agonist: 1.2; Cl transport mod: -0.2; TRPN1 ag: 1.8; Furin inh: -23[20 µM]; PPC-1+TRAIL kill: 4; Thrombin inh: 2; Tb hexokinase: -8

Results for COc1ccc(-c2nc(CC(=O)O)cs2)cc1 ?
Calpain2 inh: -14; EBV gp42 inh: -23; TRPML3 agonist: 0.5; Cl transport mod: -0.88; TRPN1 ag: -1.0; Furin inh: -16[20 µM]; PPC-1+TRAIL kill: 16; Thrombin inh: -6; Tb hexokinase: -7

Results for CCOC(=O)C1=C(C)NC(=O)NC1c1ccc(OC(=O)c2ccco2)c(OC)c1 (stereo not drawn) ?
Calpain2 inh: 0; EBV gp42 inh: -25; TRPML3 agonist: -0.3; Cl transport mod: -0.63; TRPN1 ag: -0.9; Furin inh: -26; PPC-1+TRAIL kill: 17; Thrombin inh: -1; Tb hexokinase: 1

Results for Cc1ccc(NC(=O)c2c([N+](=O)[O-])c(C(C)(C)C)nn2C)c(C)c1 ?
Calpain2 inh: 20; EBV gp42 inh: -6; TRPML3 agonist: 0.8; Cl transport mod: -2.7; TRPN1 ag: -0.3; Furin inh: -15; PPC-1+TRAIL kill: 11; Thrombin inh: -4; Tb hexokinase: -3

What do the screens show for `COC(=O)c1cccc(C(=O)N2CCCC(C(=O)c3cc(F)ccc3F)C2)c1` (stereo not drawn)?
Calpain2 inh: 9; EBV gp42 inh: -7; TRPML3 agonist: 0.3; Cl transport mod: 0.16; TRPN1 ag: -0.8; Furin inh: -25; PPC-1+TRAIL kill: 2; Thrombin inh: -7; Tb hexokinase: 1

How did O=C(Nc1nc2c(Br)cc(Br)cc2c(=O)s1)c1ccco1 do in these assays?
Calpain2 inh: 7; EBV gp42 inh: -14; TRPML3 agonist: 0.8; Cl transport mod: 17*; TRPN1 ag: 1.9; Furin inh: -24; PPC-1+TRAIL kill: -12; Thrombin inh: 1; Tb hexokinase: -20

Results for COc1ccc(CCNC(=O)c2ccc(CS(=O)(=O)c3ccc(Cl)cc3)o2)cc1OC ?
Calpain2 inh: -19; EBV gp42 inh: -14; TRPML3 agonist: 4.5; Cl transport mod: -0.17; TRPN1 ag: 8.6; Furin inh: -20[20 µM]; PPC-1+TRAIL kill: 19; Thrombin inh: 1; Tb hexokinase: 1

The final two entries of the part before open the next one:
How did O=C(Nc1nc2c(Br)cc(Br)cc2c(=O)s1)c1ccco1 do in these assays?
Calpain2 inh: 7; EBV gp42 inh: -14; TRPML3 agonist: 0.8; Cl transport mod: 17*; TRPN1 ag: 1.9; Furin inh: -24; PPC-1+TRAIL kill: -12; Thrombin inh: 1; Tb hexokinase: -20

Results for COc1ccc(CCNC(=O)c2ccc(CS(=O)(=O)c3ccc(Cl)cc3)o2)cc1OC ?
Calpain2 inh: -19; EBV gp42 inh: -14; TRPML3 agonist: 4.5; Cl transport mod: -0.17; TRPN1 ag: 8.6; Furin inh: -20[20 µM]; PPC-1+TRAIL kill: 19; Thrombin inh: 1; Tb hexokinase: 1

Results for O=C(NCc1cccnc1)C1CCN(S(=O)(=O)N2CCC3(CC2)OCCO3)CC1 ?
Calpain2 inh: -4; EBV gp42 inh: 1; TRPML3 agonist: 0.6; Cl transport mod: 0.17; TRPN1 ag: 0.5; Furin inh: -6; PPC-1+TRAIL kill: 6; Thrombin inh: -6; Tb hexokinase: 6

How did O=C(CCN1CCCCC1)Nn1c(=S)[nH]c2ccccc2c1=O do in these assays?
Calpain2 inh: -8; EBV gp42 inh: -21; TRPML3 agonist: 1.1; Cl transport mod: 1.5; TRPN1 ag: 0.1; Furin inh: -25; PPC-1+TRAIL kill: 6; Thrombin inh: 3; Tb hexokinase: -3

How did O=C(OCc1cncs1)c1ccccc1Cl do in these assays?
Calpain2 inh: -17; EBV gp42 inh: 2; TRPML3 agonist: 0.1; Cl transport mod: -0.37; TRPN1 ag: -0.1; Furin inh: -35; PPC-1+TRAIL kill: -12; Thrombin inh: -4; Tb hexokinase: -2

Results for CCC/C(O)=C1\C(=O)CC(c2ccccc2)CC1=NC(C)C(=O)O (stereo not drawn) ?
Calpain2 inh: -10; EBV gp42 inh: -18; TRPML3 agonist: 0.8; Cl transport mod: 0.7; TRPN1 ag: 2.4; Furin inh: -15; PPC-1+TRAIL kill: 30; Thrombin inh: -5; Tb hexokinase: 40

What do the screens show for `COc1ccc(N=C2SC(CC(=O)Nc3ccc(OC)cc3OC)C(=O)N2C)cc1` (stereo not drawn)?
Calpain2 inh: -19; EBV gp42 inh: -5; TRPML3 agonist: 0.2; Cl transport mod: 1.8; TRPN1 ag: 1.3; Furin inh: -11[20 µM]; PPC-1+TRAIL kill: 22; Thrombin inh: -1; Tb hexokinase: 0

What do the screens show for `CCn1nc(CC(=O)Nc2nnc(CC(=O)N3CCCC3)s2)c2ccccc2c1=O`?
Calpain2 inh: -5; EBV gp42 inh: -5; TRPML3 agonist: 1.2; TRPN1 ag: 0.5; Furin inh: -22; PPC-1+TRAIL kill: 1; Thrombin inh: 2; Tb hexokinase: 4

How did O=C(NCc1ccco1)c1cccn2c(=O)c3cc4ccccc4cc3nc12 do in these assays?
Calpain2 inh: -297; EBV gp42 inh: 48; TRPML3 agonist: 0.7; Cl transport mod: 0.0054; TRPN1 ag: 0.1; Furin inh: -2[20 µM]; PPC-1+TRAIL kill: 15; Thrombin inh: 0; Tb hexokinase: -9

What do the screens show for `c1ccc2c(c1)nc1sccn12`?
Calpain2 inh: -2; EBV gp42 inh: -20; TRPML3 agonist: 0.1; Cl transport mod: 0.25; TRPN1 ag: -0.2; Furin inh: -15; PPC-1+TRAIL kill: 16; Thrombin inh: -4; Tb hexokinase: 1

How did COC(=O)c1c(O)cc(=O)n2c1CCCCC2 do in these assays?
Calpain2 inh: -17; EBV gp42 inh: 8; TRPML3 agonist: 0.1; Cl transport mod: -0.0082; TRPN1 ag: -0.8; Furin inh: -19; PPC-1+TRAIL kill: 18; Thrombin inh: -3; Tb hexokinase: -1

Results for COc1cccc(CC2(CO)CCCN(CC3=Cc4cc(OC)ccc4OC3)C2)c1 (stereo not drawn) ?
Calpain2 inh: 6; EBV gp42 inh: -3; TRPML3 agonist: 0.1; TRPN1 ag: -0.7; Furin inh: -20; PPC-1+TRAIL kill: 8; Thrombin inh: -4; Tb hexokinase: -8

How did CCCN(CC(=O)Nc1cccc(S(N)(=O)=O)c1)CC(=O)Nc1ccc(F)c(F)c1F do in these assays?
Calpain2 inh: -3; EBV gp42 inh: -15; TRPML3 agonist: 1.4; Cl transport mod: 0.87; TRPN1 ag: 0.7; Furin inh: -9; PPC-1+TRAIL kill: -4; Thrombin inh: 2; Tb hexokinase: -19

Results for COc1ccc(CNC(=O)Cn2cc3c(n2)CCCCC3)cc1 ?
Calpain2 inh: 21; EBV gp42 inh: 0; TRPML3 agonist: -0.3; Cl transport mod: -2.2; TRPN1 ag: 1.7; Furin inh: -4; PPC-1+TRAIL kill: 4; Thrombin inh: 1; Tb hexokinase: 13

How did Cc1ccc(S(=O)(=O)N2CCN(Cc3cc(C(C)C)ccc3O)CC2)cc1 do in these assays?
Calpain2 inh: 32; EBV gp42 inh: -2; TRPML3 agonist: 2.2; Cl transport mod: 1.3; TRPN1 ag: -0.8; Furin inh: -22; PPC-1+TRAIL kill: -4; Thrombin inh: 0; Tb hexokinase: 7

What do the screens show for `Cc1cc(C(F)F)n2ncc(C(=O)NCc3ccccc3C(F)(F)F)c2n1`?
Calpain2 inh: -2; EBV gp42 inh: 2; TRPML3 agonist: -1.2; Cl transport mod: -0.89; TRPN1 ag: -1.8; Furin inh: -19; PPC-1+TRAIL kill: 7; Thrombin inh: -3; Tb hexokinase: 5

Screening results deposited in PubChem by several laboratories.
